TAAR1 agonist: human TAAR1 agonism | actives 0.99% (n = 360,000) | activation, % at 3 µM | Q96RJ0 | AID 624467 | CHO RD-HGA16 TAAR1, Fluo-8 calcium fluorescence; vehicle wells 0%, saturating PEA agonist 100%;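 active = activation above the mean activation of all test compounds in the run plus 3 SD, cut at about 38% in these data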
Target sequence (Q96RJ0 whole entry, looked up): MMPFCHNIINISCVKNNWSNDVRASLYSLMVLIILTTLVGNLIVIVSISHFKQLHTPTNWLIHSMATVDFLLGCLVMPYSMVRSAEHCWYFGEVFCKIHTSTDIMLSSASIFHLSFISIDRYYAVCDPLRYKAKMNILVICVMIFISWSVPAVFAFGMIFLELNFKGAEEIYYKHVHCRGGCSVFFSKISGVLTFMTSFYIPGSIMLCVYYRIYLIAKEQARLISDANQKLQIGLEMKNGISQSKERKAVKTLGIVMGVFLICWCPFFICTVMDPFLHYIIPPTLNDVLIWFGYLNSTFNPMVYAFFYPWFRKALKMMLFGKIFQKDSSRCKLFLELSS
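Test system: RD-HGA16 (CHO) cells co-expressing Gα16 and hTAAR1 / Benchmarks: DMSO vehicle as 0%, PEA at EC100 as 100% / Repeats: no replicates (n 1) / Measure: % activation from peak over basal fluorescence ratio, DMSO-to-PEA scaled / Timing: 17-24 h plating, Fluo-8 75 min 37 °C, 30 min RT / Technique: kinetic Fluo-8 calcium fluorescence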
TAAR1 antagonist: human TAAR1 antagonism | CHO RD-HGA16 TAAR1, Fluo-8 calcium fluorescence, antagonist | inhibition, % at 3 µM | actives 1.5% (n = 360,000) | AID 624466;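 active = inhibition above a per-plate cutoff, the mean inhibition of test compounds on that plate plus 3 SD, cut at about 49% in these data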;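 also: 0% = DMSO plus EC80 beta-PEA response and 100% = DMSO alone without agonist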
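Assay system: CHO-derived RD-HGA16 cells stably expressing human TAAR1 plus Gα16. Timing: 140 s kinetic read after compound, 140 s after agonist. Technique: kinetic Fluo-8 calcium fluorescence measurement. Measure: % inhibition of agonist calcium response.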
M1 antag: human CHRM1 antagonism; CHO-K1 hM1, Fluo-8 calcium fluorescence, ACh EC80 antagonist; inhibition, % at 3 µM; actives 1.3% (n = 360,000); AID 588852;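 active = percent inhibition above its own plate's cutoff, namely the mean of that plate's compound wells plus 3 SD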;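 also: peak over basal fluorescence ratio during 140 s after agonist addition; 0% = ACh EC80 plus DMSO and 100% = DMSO alone without agonist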
M1 PAM: potentiates human M1 receptor response to acetylcholine. P11229. CHO-K1 hM1, Fluo-8 calcium fluorescence, ACh EC20; 0% = ACh EC20, 100% = maximal ACh. activation, % at 3 µM. actives 0.088% (n = 360,000). AID 588819; in the data active = activation above about 19%, passing the limit was not always enough
OXTR ag: human OXTR agonism; P30559; CHO-OTR cells, Fluo-8 calcium fluorescence; normalized: DMSO 0%, oxytocin 100%; activation, % at 3 µM; actives 0.32% (n = 320,000); AID 2435;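 active = activation above the mean of all tested compounds plus 3 SD, cutoff set per screening run, cut at about 20% in these data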;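 also: peak over basal fluorescence ratio from a 100 s FLIPR kinetic read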
Target sequence (P30559 whole entry, looked up): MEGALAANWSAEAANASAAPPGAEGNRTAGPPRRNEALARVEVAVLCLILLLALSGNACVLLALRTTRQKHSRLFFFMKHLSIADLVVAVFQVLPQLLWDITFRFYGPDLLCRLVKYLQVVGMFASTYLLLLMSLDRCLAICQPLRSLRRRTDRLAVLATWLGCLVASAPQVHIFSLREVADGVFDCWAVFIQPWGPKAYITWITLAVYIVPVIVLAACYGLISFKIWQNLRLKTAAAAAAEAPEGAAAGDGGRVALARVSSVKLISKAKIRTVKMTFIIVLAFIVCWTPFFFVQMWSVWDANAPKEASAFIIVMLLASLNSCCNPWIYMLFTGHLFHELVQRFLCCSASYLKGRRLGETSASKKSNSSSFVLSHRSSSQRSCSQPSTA
CHRM1 agonist: agonists of human M1 muscarinic receptor; P11229; CHO-K1 hM1, Fluo-8 calcium fluorescence, agonist mode; 0% DMSO, 100% acetylcholine EC100; activation, % at 3 µM; actives 0.33% (n = 360,000); AID 588814;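 active = activation above the run's mean compound activation plus 3 SD, cut at about 16% in these data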;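 also: peak over basal fluorescence ratio within a 140 s kinetic read after compound addition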
OXTR potentiator: potentiates the human oxytocin receptor response; P30559; CHO-OTR cells, Fluo-8 calcium fluorescence, potentiator mode; 0% = oxytocin EC15, 100% = EC100; activation, % at 3 µM; actives 0.061% (n = 320,000); AID 2445;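 active = activation above that plate's cutoff, the mean activation of tested compounds plus 3 SD, cut at about 6.6% in these data, passing the limit was not always enough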;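 also: 100% uses oxytocin at 75 nM as the full agonist control; some results filed as inactive read as strong as hits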
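Measured by – Fluo-8 calcium dye fluorescence · Test system – human OTR in CHO cells · Dosing – one concentration, 3.0 µM compound · Controls – EC15 oxytocin alone as 0%, 75 nM oxytocin as 100% · Evaluation – normalized max/min fluorescence ratio, % activation · Timing – 6 min pre-incubation, 100 s read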
CHO parental Ca: counter-screen for OX1R antagonists: effect in parental CHO cells. parental CHO-K1, ATP-induced calcium, Fluo-8 fluorescence. inhibition, % at 5.6 µM. actives 0.63% (n = 330,000). AID 463079;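 active = inhibition above that plate's mean sample inhibition plus 3 SD, cut at about 26% in these data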;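 also: 0% = ATP-challenged DMSO wells and 100% = DMSO wells without ATP; some compounds past the cut are filed as inactive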
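Assay system: untransfected parental CHO cell line. Also added: ATP agonist challenge. Dosing: one dose, 5.6 µM nominal. Measured by: Fluo-8 fluorescence. Read-out: % inhibition. Benchmarks: ATP wells versus no-ATP DMSO wells. Repeats: no replicates.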
V1R ag counter: counter-screen for oxytocin receptor agonists: human V1a receptor agonists; P37288; CHO-V1R cells, Fluo-8 calcium fluorescence, agonist mode; 0% DMSO, 100% 3 nM vasopressin; activation, % at 3 µM; actives 0.25% (n = 320,000); AID 2797;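 active = activation above the mean activation of all tested compounds plus 3 SD, per screening run, cut at about 20% in these data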;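 also: signal is peak over basal fluorescence ratio across a 100 second FLIPR read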
* hit, by the source's call; · = no result given.

smiles	TAAR1 agonist	TAAR1 antagonist	M1 antag	M1 PAM	OXTR ag	CHRM1 agonist	OXTR potentiator	CHO parental Ca	V1R ag counter
CC1=NOC(=O)/C1=C\c1ccccc1	1	-15	4	5	-0.1	-4	1	-11	0.8
O=C(NN1C(=O)C2C(C1=O)C1C=CC2C12CC2)c1cccnc1 (stereo not drawn)	0	5	7	1	2.1	-4	8	-10	-0.2
COc1ccc(C2=NOC(C(=O)NCCN3CCOCC3)C2)cc1 (stereo not drawn)	14	4	-9	9	0.1	-6	-2	-17	0.2
OCC1OC(Oc2c(Br)cc(Br)cc2Br)C(O)C(O)C1O (stereo not drawn)	3	2	-11	3	·	-3	·	·	·
O=C(NCCO)C(=O)NCC(c1cccs1)S(=O)(=O)c1ccc(F)cc1 (stereo not drawn)	1	-20	-19	7	·	-1	·	·	·
O=C(NCc1ccccn1)C(=O)C1C(=O)Nc2ccccc21 (stereo not drawn)	11	5	5	2	1.5	-3	-6	-4	0.2
Cc1ccc(S(=O)(=O)/N=C/c2ccco2)cc1	8	6	-7	4	1.0	-2	-9	5	-0.9
O=C(CSc1nnc2ccccn12)NNC(=O)c1ccc([N+](=O)[O-])cc1	1	-15	-3	-6	0.8	-2	1	-9	0.1
CC(C)NC(=O)c1ccc(CS(=O)(=O)c2ccc(Br)cc2)o1	0	7	-17	10	-0.5	-1	1	-2	0.3
CC1CN(S(=O)(=O)c2ccc(C(=O)NN3CCN(C)CC3)cc2)CC(C)O1 (stereo not drawn)	4	-19	9	-4	0.0	-4	-7	3	0.3
Cc1ccccc1N/N=C/c1ccc(N2CCOCC2)cc1	-1	15	-7	-2	0.4	-6	1	-13	0.6
Nc1c(C(=O)Nc2nccs2)sc2nc(-c3cccs3)cc(C(F)(F)F)c12	30	31	37*	-5	19	28*	-18	42*	34*
O=C(NC1(C(F)(F)F)NC(=O)N(c2ccc(F)c(Cl)c2)C1=O)c1ccncc1 (stereo not drawn)	6	2	-1	3	0.8	-2	0	0	0.9
CC(C)CNC(=O)COC(=O)c1c2c(nc3ccccc13)/C(=C/c1cccs1)CC2	1	11	1	-4	-2.1	-9	-2	-12	-0.7
CSc1nnc(NC(=O)c2ccc3c(c2)OCO3)s1	3	-3	-13	12	0.4	-2	-2	-4	2.4
Cc1ccc(C(=O)N(CC#N)CC#N)cc1C	7	12	0	10	0.9	-10	7	7	0.9
COc1ccc([C@@H]2[C@@H]3C(=O)N(C(C)(C)C)C(=O)[C@@H]3[C@]3(Cc4ccccc4)C(=O)N(c4cccc(C)c4)C(=O)N23)cc1	23	4	-14	13	-0.5	-4	6	-34	0.2
COC(=O)c1cn(C(=O)c2cc(OC)cc(OC)c2)c2ccccc12	6	1	-24	21	2.8	-2	-14	-5	0.9
CC1=[N+](CC(=O)NC(C)(C)C)CCc2ccccc21	0	6	0	4	0.6	-11	-3	-7	1.6
Cc1cccn2c(CNCCc3ccccn3)c(C(=O)N3CCOCC3)nc12	49*	9	6	-1	0.4	-5	-7	-5	-0.2
Cn1c(=O)c2[nH]c(CSCc3ccccc3)nc2n(C)c1=O	6	-1	-7	0	·	2	·	·	·
COc1ccc2nc(NC(=O)CCn3cccc3)sc2c1	1	5	-14	8	8.5	-5	-15	-8	-0.6
O=C(COc1ccccc1F)NNC(=O)c1cc(Br)ccc1Cl	4	-16	0	8	0.6	-1	0	-9	0.6
CC(=O)Nc1sc2c(c1C(c1ccc(F)cc1)N1CCOCC1)CCCC2 (stereo not drawn)	21	3	-2	-5	-2.4	-7	-9	-26	-0.5
Cc1ccoc1C(=O)Nc1cccc(Oc2ccccc2)c1	10	9	-4	5	-2.7	-4	-5	0	1.2
NC(=O)c1ccc2c(=O)n3c(-c4cc(Cl)c(N)c(Cl)c4)csc3nc2c1	25	11	13	-6	-1.4	-7	-8	8	0.4
CCCC1CC(CSC(=N)N)OC1=O (stereo not drawn)	6	4	-7	2	-1.0	-6	-20	-5	-0.1
CC(C)(C)c1cn(-c2ccc(Cl)cc2)c(=S)[nH]1	16	6	-5	6	-2.1	-2	4	-2	-0.1
Cc1ccc(-n2c3c(cc(C(=O)NCc4ccco4)c2=O)C(=O)CC(C)(C)C3)cc1	-3	5	9	5	-1.6	-2	1	-9	-0.8
CCOC(=O)CC(=O)c1cc(OC)c(OC)c(OC)c1	3	0	1	5	-0.1	-6	-3	-12	-0.1

Some of these compounds in order of heavy-atom count, smallest number first:
smiles	TAAR1 agonist	TAAR1 antagonist	M1 antag	M1 PAM	OXTR ag	CHRM1 agonist	OXTR potentiator	CHO parental Ca	V1R ag counter
Cc1ccoc1C(=O)Nc1cccc(Oc2ccccc2)c1	10	9	-4	5	-2.7	-4	-5	0	1.2
COC(=O)c1cn(C(=O)c2cc(OC)cc(OC)c2)c2ccccc12	6	1	-24	21	2.8	-2	-14	-5	0.9
CC(=O)Nc1sc2c(c1C(c1ccc(F)cc1)N1CCOCC1)CCCC2 (stereo not drawn)	21	3	-2	-5	-2.4	-7	-9	-26	-0.5

Remaining list, next part.
smiles	TAAR1 agonist	TAAR1 antagonist	M1 antag	M1 PAM	OXTR ag	CHRM1 agonist	OXTR potentiator	CHO parental Ca	V1R ag counter
CC1(C)CC(C(=O)NCCC(c2ccccc2)c2ccco2)CCO1 (stereo not drawn)	1	-8	-4	8	-1.6	1	0	-18	-0.4
O=C(NCCc1ccccn1)c1ccc(S(=O)(=O)N2CCCCCC2)cc1	2	7	5	-2	-0.7	-5	-5	-4	-0.7
O=C(O)COc1ccccc1/C=N/NC(=O)CNC(=O)c1ccco1	3	8	-5	3	-0.5	-2	-10	-13	-0.5
CC(C)(C)/C(Cn1cncn1)=N\OC(=O)Nc1ccc(Cl)cc1	3	-2	7	-2	-0.3	-4	2	-4	0.3
Cc1nc2scc(-c3ccccc3)c2c(=O)n1N	6	-20	18	-3	-0.2	-2	-3	0	0.1
NS(=O)(=O)c1ccc(CCNC(=O)COC(=O)c2ccc([N+](=O)[O-])o2)cc1	2	2	-1	3	2.2	-2	1	-9	1.0
O=C(O)Cc1sc(Nc2ccccc2)nc1-c1cccs1	10	-5	0	5	2.9	7	-6	10	4.4
CCCOc1ccc(/C=C/c2c([N+](=O)[O-])c(=O)n(C)c(=O)n2C)cc1	2	-7	-22	13	-1.9	-5	-12	9	-0.7
Nc1nccc(/C=C/c2ccc(Cl)cc2)n1	2	-24	2	-2	-2.8	-6	-4	4	-2.2
O=C(O)C(Oc1ccc2ccccc2c1)c1ccccc1 (stereo not drawn)	1	-47	-10	12	0.3	-4	-4	-12	0.7
CCOC(=O)c1cnc(-n2nc(C)cc2C)nc1NNc1nc(-c2ccccc2)cc(-c2ccccc2)n1	·	·	-10	9	0.1	-4	-8	-9	0.1
COc1cc(C2NC(=S)NC3=C2CCc2ccccc23)cc(OC)c1OC (stereo not drawn)	0	13	-5	9	-1.4	-4	-10	0	1.5
O=C(NC1(O)C(=O)c2ccccc2C1=O)c1ccccc1	1	-2	-4	3	0.1	-3	-4	0	0.4
COC(=O)c1ccc(C(=O)OC)c(NC(=O)c2cccnc2)c1	·	·	2	11	1.4	6	-11	-6	-0.3
COC(=O)N1[C@H](Cc2ccccc2)C=C[C@]1(C)C(=O)O	8	2	-1	3	0.6	-5	-1	-14	0.3
COc1ccc2oc(C(=O)OCC(=O)N3C(C)CCCC3C)c(C)c2c1 (stereo not drawn)	0	1	-1	1	-1.0	-4	0	-19	1.1
COc1cc(OC)c(NC(=O)c2cncn2-c2ccc(F)cc2)cc1Cl	5	-12	2	7	2.2	-4	-4	-27	0.1
Cc1ccsc1/C=C(/C#N)C(=O)NCc1ccccc1	0	-9	-7	7	-2.4	-7	-5	-13	-1.3
Cc1ccccc1NC(=O)Cc1nc(COC(=O)c2ccc(C(F)(F)F)cc2)cs1	6	29	-4	-1	1.4	-1	-7	-31	3.6
CCOC(=O)C(NC(C)=O)(Nc1ccc(S(=O)(=O)Nc2ncccn2)cc1)C(F)(F)F (stereo not drawn)	2	8	-4	5	1.0	-5	-7	1	1.6
Cc1csc2ncc(C(=O)N(Cc3ccccc3)c3ccccn3)c(=O)n12	0	-1	-14	5	-0.9	-2	-5	-8	-0.1
Cc1c(C(=O)NCCc2ccc(S(N)(=O)=O)cc2)cccc1[N+](=O)[O-]	0	15	2	-5	0.7	-2	-6	9	0.4
CCOC(=O)c1cnc2sc3c(n2c1=O)CCCC3	-1	2	14	0	-1.1	-5	-9	43*	-1.2
CSc1ccccc1NC(=O)CN(C1CCCCC1)S(C)(=O)=O	10	9	-3	5	-0.6	-5	-7	-10	-1.3
CC1=C(C(=O)N2CCOCC2)CC(CC(=O)NCC2CCCCC2)C(=O)N1Cc1ccc(F)cc1 (stereo not drawn)	1	-5	-11	6	·	-7	·	·	·
CCOC(=O)C1=C(CC)Nc2ccccc2N=C1NC(=O)c1ccc(OC)c(S(=O)(=O)N2CCOCC2)c1	0	-23	-10	8	·	-5	·	·	·
CC1CCN(C(=O)c2[nH]cnc2C(=O)NCc2ccccc2)CC1	11	12	-4	4	0.3	-3	1	-9	-0.4
COc1ccc(NC(=O)CN(C)C(=O)c2ccc(COc3ccccc3)cc2)cc1	11	-5	4	13	2.7	14	-5	-7	1.6
CC(C)NC(=O)CSc1nc2ccccc2n1CC(=O)N1CCc2ccccc21	·	·	-4	5	-0.6	-4	0	-19	0.0
COc1ccc(N/C=C/C(=O)c2ccccc2)cc1	-1	14	-18	9	-0.9	-1	-10	-25	-0.3
COc1ccc(N2CC(C)Cn3c2nc2c3c(=O)n(CCc3ccccc3)c(=O)n2C)cc1 (stereo not drawn)	16	15	-3	5	·	-2	·	·	·
CCOC(=O)c1c(NC(=O)CSc2nnc(-c3ccncc3)n2Cc2ccco2)sc(C)c1C	11	-44	-3	5	-1.4	-7	-6	-20	-1.2
CCC(CC)c1nnc(NC(=O)Cc2cccs2)s1	12	5	3	9	-0.5	-8	-4	-5	-0.5
Cn1cccc1Cc1nnc(SCC(=O)NC2CCCC2)n1CCc1ccccc1	1	-18	3	-3	-0.6	-6	-3	-24	-0.2
Cc1cc(C)c(NC(=S)N(C)C)cc1C	0	-10	-3	2	0.3	-2	-2	-1	0.2
